HSP90 refold inh: blocks HSP90-mediated luciferase refolding in reticulocyte lysate; Rabbit reticulocyte lysate, luciferase refolding luminescence, 3 h; inhibition, % at 5.6 µM; 0.91% of 290,000 active; AID 1789;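 active means inhibition above the screen-wide mean plus 3 SD, computed separately per campaign, cut at about 16% in these data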;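 further: 0% = DMSO wells and 100% = 60 µM geldanamycin wells; inhibitors lower the luminescence because luciferase stays unfolded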
Platelet DG rel: modulates dense granule release in human platelets; AID 1663; human platelet-rich plasma, SFLLRN dense granule ATP release, luminescence; 0.22% of 300,000 active; inhibition, %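 (compounds screened at 7.5 µM in platelet-rich plasma)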;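 active means mean replicate score, as percent of positive control, at or above 50; inconclusive means mean below 50 but at least one replicate at or above 50; inactive means mean and every replicate below 50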
PolyA inhibitor: inhibitors of polyadenylation in S. cerevisiae; AID 1875; calls only at 12 µM; S. cerevisiae SKY197-pL101 polyadenylation reporter, beta-gal luminescence; efflux-impaired pdr1/pdr3 knockout yeast; score 100 = 6 SD above DMSO; 0.02% of 300,000 active;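 active means lowest replicate activity score at least 50, where 100 means six control SD above control mean; inconclusive means lowest score under 50 but half or more replicates reach 50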;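 further: yeast exposed to compound for 9 h at 30 °C; higher score means more reporter readthrough which indicates perturbed polyadenylation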
HSF1 inhib: HSF1 inhibition. AID 2098. 0.77% of 300,000 active. NIH3T3-HGL HSE-luciferase, MG132-induced, luminescence 8 h; active compounds read low. activity change, negative = inhibition, % at 7.5 µM (by protocol);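 active means more than half of replicate wells show activity change below -50%, luminescence cut by over half; inconclusive means some wells, but at most half, below -50%; inactive means no replicate well below -50%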;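 further: luciferase reports HSF-1 transcriptional activity via heat shock element; 0% = median of DMSO wells and -100% = zero luminescence signal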
GSK3B inh: blocks human GSK3beta kinase activity. P49841. GST-GSK3beta kinase, ADP-Glo luminescence, 60 min; active compounds read low. activity score (negative = inhibition), % at 10 µM. 0.038% of 300,000 active;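 active means more than half of replicate wells score below -50%, meaning over 50% inhibition versus plate controls; inconclusive means some replicates but at most half score below -50%; inactive means no replicate scores below -50%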;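 further: 0% = median DMSO wells and -100% = median GW8510 positive control wells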
Target sequence (P49841 whole entry, looked up): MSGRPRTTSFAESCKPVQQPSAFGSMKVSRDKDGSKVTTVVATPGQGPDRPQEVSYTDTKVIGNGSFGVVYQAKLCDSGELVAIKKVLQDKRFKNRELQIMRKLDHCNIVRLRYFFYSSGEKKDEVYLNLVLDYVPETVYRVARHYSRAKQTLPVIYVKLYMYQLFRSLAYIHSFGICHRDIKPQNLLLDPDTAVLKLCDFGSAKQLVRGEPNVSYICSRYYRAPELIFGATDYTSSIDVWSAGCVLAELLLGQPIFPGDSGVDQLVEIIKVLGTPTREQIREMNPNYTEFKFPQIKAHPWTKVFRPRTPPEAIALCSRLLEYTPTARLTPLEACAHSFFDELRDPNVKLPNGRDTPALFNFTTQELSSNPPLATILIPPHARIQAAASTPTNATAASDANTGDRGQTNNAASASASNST
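Assay system: GST-tagged human GSK3beta kinase, cell-free; Input: 1.6 ng GSK3beta; Medium: Tris/MgCl2 kinase buffer; Timing: 60 min enzyme reaction, room temperature; Signal: ADP-Glo luminescence quantifying ADP generated by kinase; Evaluation: score relative to plate controls; Benchmarks: DMSO neutral wells and GW8510 at 20 µM as positive.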
Dyrk1A ADPGlo: Dyrk1A (rat) kinase inhibition; Q63470; ADP-Glo luminescence, NFATc1 peptide; inhibition, % at 12.5 µM; 0.43% of 310,000 active; AID 504441; in the data active means inhibition above about 50%;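 further: plate controls were vehicle with enzyme for no effect and no enzyme for full effect; many of its hits are not listed in these tables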
GSK3 alpha inh: blocks human GSK-3 alpha kinase. ADP-Glo luminescence, 60 min. inhibition, % at 10 µM. 0.1% of 320,000 active. P49840;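 in the data active means inhibition above about 50%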;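 further: GST-tagged GSK-3 alpha with peptide substrate and 25 µM ATP; 0% = DMSO neutral wells and 100% = GW8510 positive control wells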
AI-2 QS mod: modulators of Vibrio harveyi AI-2 quorum sensing system; Vibrio harveyi JMH597 AI-2 luminescence/OD600 ratio, 9 h; active compounds read low; strain lacks LuxN and CqsS sensors; 0 = neutral-control median; AID 2094; 0.4% of 300,000 active; activity change, % at 7.5 µM; in the data active means activity change below about -75%, passing the limit was not always enough; inconclusive means no clear call, values can overlap the other calls;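 further: luminescence divided by OD600 gain over 9 h not by final OD600 alone; inactives centre near 13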
HDAC3 inhib: human HDAC3 inhibition. 0.15% of 320,000 active. recombinant HDAC3, fluorogenic peptide/trypsin coupled, fluorescence. inhibition, % at 8.3 µM. O15379. AID 2718; in the data active means inhibition above about 26%, passing the limit was not always enough; inconclusive means no clear call, values can overlap the other calls
Target sequence (O15379 whole entry, looked up): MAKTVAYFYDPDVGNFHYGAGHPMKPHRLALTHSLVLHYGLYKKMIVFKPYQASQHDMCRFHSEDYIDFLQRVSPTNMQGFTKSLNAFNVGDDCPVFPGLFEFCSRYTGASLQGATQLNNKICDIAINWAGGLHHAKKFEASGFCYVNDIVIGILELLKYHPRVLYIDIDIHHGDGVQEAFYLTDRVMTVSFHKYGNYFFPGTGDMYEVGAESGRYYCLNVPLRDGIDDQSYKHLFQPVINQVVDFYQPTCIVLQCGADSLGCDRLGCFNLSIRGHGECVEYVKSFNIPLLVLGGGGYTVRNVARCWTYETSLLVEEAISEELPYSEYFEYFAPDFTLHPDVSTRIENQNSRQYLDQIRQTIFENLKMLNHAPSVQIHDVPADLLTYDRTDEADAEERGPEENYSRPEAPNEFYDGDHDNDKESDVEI
HSF-1 act: increases HSF-1 driven luciferase reporter signal | 1.7% of 300,000 active | activation, % at 9 µM | AID 504408 | NIH3T3-HGL HSF-1 luciferase reporter, MG132, 8 h; 100% = twice DMSO control signal;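 active means mean replicate activation of at least 50% with a set share of replicates each reaching 50%; inconclusive means only one of those two conditions met; inactive means mean below 50% and too few replicates reaching it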;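 further: 0% = median of the neutral control wells and 100% = twice that signal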
* = called active by the depositor; i = inactive; ? = inconclusive; nt = no result given. These rows are one share of the data. The share of hits here may be higher or lower than overall.

Below each SMILES – HSP90 refold inh, Platelet DG rel, PolyA inhibitor, HSF1 inhib, GSK3B inh, Dyrk1A ADPGlo, GSK3 alpha inh, AI-2 QS mod, HDAC3 inhib, HSF-1 act
- CCOc1nc(C)nc(NC(=O)NS(=O)(=O)c2ccccc2Cl)n1
  -2, 3, i, 5, -3, 0, -1, 23, nt, 25
- O=C(NC(=S)Nc1cccc([N+](=O)[O-])c1)c1ccco1
  3, 23, i, 13, 0, -2, -2, 11, 9, 26
- CCO/C=C1/C(=O)N(C(C)=O)c2ccccc21
  -6, -6, i, -5, -3, 1, -1, 22, -3, -8
- CCOC(=O)Nc1ccc(C(=O)/C=C/c2ccccc2)cc1
  7, -4, i, 18, 4, -6, -1, -54, 11, 44
- COc1ccc(NC(=O)Cc2ccc(C)cc2)c([N+](=O)[O-])c1
  -1, -1, i, 5, -4, 0, 6, 17, -9, 19
- O=C1C(=O)N(c2ccccc2)c2ccccc21
  -1, -5, i, -5, 1, 2, -3, 32, 2, -14
- CC1(C)C[C@@H]2C[C@@](C)(CN2C(=O)c2cc(COc3cccc(C(F)(F)F)c3)on2)C1
  0, -4, i, 5, 5, -3, -2, 21, 5, 16
- COc1cc(C=O)ccc1OCCOc1ccccc1[N+](=O)[O-]
  -8, 9, i, -27, 6, -4, 0, 22, 3, -41
- CN(CCCNC(=O)Cn1cc2c(n1)CCCC2)C1CCCCC1
  -1, 3, i, -2, 1, 10, 1, 25, 3, -5
- CCOC(=O)c1cnc2ccc(C)cc2c1Sc1ccccc1C(=O)OC
  3, -7, i, 2, -4, 8, 7, 4, 4, -9
- Cc1ccc(CCNC(=O)C2CCC(=O)N2C2CCCC2)cc1 (stereo not given)
  3, -8, i, -5, 1, -7, 0, 15, -4, 3
- CC1SCC(=O)N(CC(=O)NCc2ccccc2)C1=O (stereo not given)
  0, -5, i, 9, -2, 4, -1, 10, -6, 2
- Cc1c(C(=O)N2CCCCC2)c(S(=O)(=O)N2c3ccccc3CC2C)c(C)n1C (stereo not given)
  4, -32, i, -3, -2, -5, -1, -5, 0, 0
- FC(F)(F)c1ccc(N2CCN(c3cc(-c4ccccc4)nc4ncnn34)CC2)nc1
  0, -36, i, -6, 0, nt, -2, 21, -2, 6
- CCN(CC)S(=O)(=O)c1c(Br)cc(C)cc1Br
  -1, 0, i, -5, 2, 0, -3, 16, 3, 8
- O=C(COc1nc2ccccc2nc1N1CCOCC1)Nc1ccc(S(=O)(=O)N2CCCC2)cc1
  0, -9, i, -7, 1, -6, -3, 14, -1, -10
- O=C(CCC(=O)N1CCSc2ccccc21)NC1CCCCC1
  -3, -3, i, 6, 1, 6, nt, -6, 0, -5
- COC(=O)C(C(=O)Nc1cccc(C)n1)C1CCCCCC1 (stereo not given)
  4, 1, i, 1, -1, 2, -1, 27, 0, -9
- COc1ccc(NC(=S)N(CCc2nc3cc(C)c(C)cc3[nH]2)Cc2cccnc2)cc1
  -1, -1, i, 5, 0, 2, 2, 8, 6, 29
- NC(=O)[C@@H]1CCCN1C(=O)c1ccc2oc(CCc3ccccc3)nc2c1
  -5, 0, i, -1, 1, -3, -2, 15, 1, 25

Part of the list above in a different format.
canonical_smiles	HSP90 refold inh	Platelet DG rel	PolyA inhibitor	HSF1 inhib	GSK3B inh	Dyrk1A ADPGlo	GSK3 alpha inh	AI-2 QS mod	HDAC3 inhib	HSF-1 act
NC(=O)[C@@H]1CCCN1C(=O)c1ccc2oc(CCc3ccccc3)nc2c1	-5	0	i	-1	1	-3	-2	15	1	25
CCN(CC)S(=O)(=O)c1c(Br)cc(C)cc1Br	-1	0	i	-5	2	0	-3	16	3	8

Part of the list above, with tabs:
compound	HSP90 refold inh	Platelet DG rel	PolyA inhibitor	HSF1 inhib	GSK3B inh	Dyrk1A ADPGlo	GSK3 alpha inh	AI-2 QS mod	HDAC3 inhib	HSF-1 act
Cc1c(C(=O)N2CCCCC2)c(S(=O)(=O)N2c3ccccc3CC2C)c(C)n1C (stereo not given)	4	-32	i	-3	-2	-5	-1	-5	0	0
FC(F)(F)c1ccc(N2CCN(c3cc(-c4ccccc4)nc4ncnn34)CC2)nc1	0	-36	i	-6	0	nt	-2	21	-2	6

(cont.)
Below each SMILES – HSP90 refold inh, Platelet DG rel, PolyA inhibitor, HSF1 inhib, GSK3B inh, Dyrk1A ADPGlo, GSK3 alpha inh, AI-2 QS mod, HDAC3 inhib, HSF-1 act
- Fc1cccc(Nc2nc3ccccc3n3nnnc23)c1
  -1, 10, i, 1, 2, 3, -1, 13, 4, 2
- O=C(NCc1ccc2c(c1)OCO2)c1cccc(F)c1
  5, 9, i, -8, 0, 8, -2, 8, 5, -2
- COc1ccc(NC(=O)Cc2ccccc2)cn1
  -1, -21, i, 2, -2, 4, -3, 16, -6, 1
- CC(=O)n1cc([C@@H]2C=C(C(=O)N3CCOCC3)O[C@H](OCCCCO)C2)c2ccccc21
  1, 0, i, -6, 3, 0, 0, 17, -8, 7
- CN(CC(=O)NCC1CCCO1)S(=O)(=O)c1ccc(Br)cc1 (stereo not given)
  2, 1, i, -1, -3, 7, 0, 28, 2, 2
- COc1ccccc1NS(=O)(=O)c1ccc2oc(SC3CCOC3=O)nc2c1 (stereo not given)
  1, 1, i, 4, -1, 2, -5, 7, 5, -2
- C=CCNC(=O)COC(=O)c1oc2ccccc2c1CSC1CCCCC1
  0, 6, i, 4, -5, -5, 1, 34, 0, 0
- O=C(NCC1COc2ccccc2O1)c1ccc(NC(=O)C2CCCO2)cc1 (stereo not given)
  0, nt, nt, nt, nt, 4, -2, nt, 0, nt
- CO/N=C/c1cc([N+](=O)[O-])ccc1Sc1ccc(C)cc1
  -4, -6, i, 5, 2, 2, -4, 18, 10, ?
- CSc1nc(C)c2c(c1C#N)CCCC2
  -2, -1, i, -3, 0, -8, 0, 16, 1, 6
- CCOc1cc(/C=N/NC(=O)CN2CCOCC2)ccc1OCc1ccc(Cl)cc1
  -3, 0, i, 12, 0, 1, 0, 17, -6, 35
- Cc1cc(N2CCN(C)CC2)nc2ccc(NC(=O)CCC(=O)NCCC(C)C)cc12
  1, -3, i, 3, 2, 6, -1, 22, -20, 2
- CCCCNC(=O)CSc1nc2ccccc2c(=O)n1CCNC(C)=O
  0, 0, i, -2, 2, -6, 0, 15, 7, -11
- O=C(CN1CCCCC1)N/N=C/c1cccc(Cl)c1
  4, -1, i, 1, -5, 8, -1, 8, 0, -10
- CN(Cc1ccco1)S(=O)(=O)c1csc(C(N)=O)c1
  1, -16, i, 12, -1, -5, 0, 9, -2, 35
- COc1ccc(S(=O)(=O)Nc2ccccc2C(=O)NCc2cccnc2)cc1
  -3, -4, i, -9, 3, -4, -2, 3, -5, 8
- COc1ccc2c(CC(=O)N(C)CC3COc4ccccc4O3)coc2c1 (stereo not given)
  -2, 0, i, -3, -1, 5, 0, 14, 4, 7
- Cc1cc(=O)[nH]c(SCC(=O)Nc2ccc(C(=O)O)cc2)n1
  6, 2, i, -9, 2, 0, -1, 11, -12, -2
- CC1CCCC(C)N1C(=O)COC(=O)CCC1CCCC1 (stereo not given)
  -3, 4, i, -1, 1, -1, -2, 1, 5, 6
- CCC(CC)C(=O)N(c1ccc(F)cc1)C1C=CS(=O)(=O)C1 (stereo not given)
  1, 5, i, -8, -1, 4, 0, 15, -3, -6

Following part
Below each SMILES – HSP90 refold inh, Platelet DG rel, PolyA inhibitor, HSF1 inhib, GSK3B inh, Dyrk1A ADPGlo, GSK3 alpha inh, AI-2 QS mod, HDAC3 inhib, HSF-1 act
- O=C(COC(=O)Cc1ccccc1F)NNC(=O)c1ccc([N+](=O)[O-])cc1
  nt, -1, i, -2, -24, 15, 0, 40, 9, -22
- COc1ccc(/C(C)=N/OCC(=O)N=Nc2c(O)[nH]c3ccccc23)cc1
  -5, 0, i, 1, 1, -2, -1, 3, 4, -4
- Cc1ccc(NC(=O)c2cc(-c3ccco3)nc3ccccc23)cc1S(=O)(=O)N1CCOCC1
  -1, 0, i, -1, 0, 0, -1, 41, 1, 10
- O=C(NC1C2CC3CC(C2)CC1C3)c1ccc(N2CCNCC2)c([N+](=O)[O-])c1 (stereo not given)
  8, 8, i, -3, -2, 1, -2, 23, 2, 14
- O=C(C1CCN(S(=O)(=O)c2cccc3nsnc23)CC1)N1CCN(c2ccccc2F)CC1
  0, 4, i, -6, 1, -4, 4, 8, 1, -4
- CN1CCN(Cc2cccc3ncccc23)CC1CCO (stereo not given)
  0, -2, i, -3, 1, nt, -1, 2, 1, -20
- CC(C)C(=O)N1CCN(c2ccc([N+](=O)[O-])c(NC(C)c3ccccc3)c2)CC1 (stereo not given)
  2, -33, i, -8, -3, 3, 2, 10, -3, -6
- Cc1ccc(N(C)S(=O)(=O)c2ccc3[nH]cc(C(=O)NCCCN4CCOCC4)c(=O)c3c2)cc1C
  -5, 13, i, -2, 2, 2, -3, 2, 4, -8
- COc1cccc(/C=N/NC(=O)c2cc(-c3cccn3C)n[nH]2)c1O
  6, 19, i, -5, 2, -4, -1, -45, 5, 7
- N#CC1=C2SCN(c3ccc(F)cc3)CN2C(=O)CC1c1cccc(F)c1 (stereo not given)
  -1, -5, i, -1, -1, 6, 56*, 9, 5, 2

Taken from above.
Under HSP90 refold inh, Cc1ccc(NC(=O)c2cc(-c3ccco3)nc3ccccc23)cc1S(=O)(=O)N1CCOCC1 has -1
Under Platelet DG rel, Cc1ccc(N(C)S(=O)(=O)c2ccc3[nH]cc(C(=O)NCCCN4CCOCC4)c(=O)c3c2)cc1C has 13
Under AI-2 QS mod, CC(C)C(=O)N1CCN(c2ccc([N+](=O)[O-])c(NC(C)c3ccccc3)c2)CC1 (stereo not given) has 10
Under GSK3 alpha inh, COc1ccc(/C(C)=N/OCC(=O)N=Nc2c(O)[nH]c3ccccc23)cc1 has -1
Under HSP90 refold inh, N#CC1=C2SCN(c3ccc(F)cc3)CN2C(=O)CC1c1cccc(F)c1 (stereo not given) has -1
Under HSP90 refold inh, CN1CCN(Cc2cccc3ncccc23)CC1CCO (stereo not given) has 0

Source: PubChem BioAssay
